From PubChem BioAssay
INS promoter inh = TRM-6 insulin promoter activity inhibition | AID 1273 | inhibition, % at 2 µM | 0.9% of 130,000 active | TRM-6 cells (human fetal islet line), insulin promoter-eGFP reporter, imaging; reporter expression induced with tamoxifen;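 active = inhibition above the mean plus 3 SD, with well images judged a real hit on visual review, cut at about 60% in these data, passing the limit was not always enough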
SDO1 yeast rescue = sdo1-depleted yeast growth rescue; S. cerevisiae sdo1-depleted JHY4D growth rescue, OD600 30 h; hits give high values; pdr5 snq2 efflux-pump mutant strain; z-score at 10 µM; 0.21% of 140,000 active; AID 817;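 active = z-score above 3 at both the 24 hr and the 30 hr optical density reads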;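 also: z-score against mean and SD of all compound wells on the same plate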
SDO1 yeast rescue Rescue 24 h = further read-out of SDO1 yeast rescue, marked with its call; z-score; S. cerevisiae sdo1-depleted JHY4D growth rescue, OD600; measured here: growth rescue at 24 h;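 0 is the plate mean of compound wells and units are plate SD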
Starred values were filed as active, the others as inactive; · = no result given; & = joins results of further samples.

SMILES,INS promoter inh,SDO1 yeast rescue Rescue 24 h,SDO1 yeast rescue
COc1ccc(/C(O)=C2/C(=O)C(=O)N(CCN3CCOCC3)C2c2ccccn2)cc1 (stereo not drawn),25,1.4,1.5
COc1ccc2nc(NC(=O)CN3CCOCC3)sc2c1,-38,0.83,0.7
O=C(NC1CCCC1)c1cccc(Cn2cc([N+](=O)[O-])cn2)c1,-21,-0.57,0.25
COC(=O)c1sc2ccccc2c1NC(=O)c1ccc(S(=O)(=O)N2CCC(C)CC2)cc1,·,-0.03,0.21
CCOC(=O)N1CCC(Nc2nc3ccccc3n3nnnc23)CC1,-19,-0.82,-0.17
O=C(CCNC(=O)c1ccccc1Cl)Nc1nc(-c2ccc3ccccc3c2)cs1,8,-0.16,-0.86
COc1ccccc1C(=O)Nc1ccccc1SC,-21,-1.1,-1.4
CCOCCCn1c(=S)[nH]c2cc(C(=O)NCCOC)ccc2c1=O,·,-0.54&-0.16,0.08&0.59
Cc1ccc(C2CC(c3cccs3)n3nc(N)nc3N2)cc1 (stereo not drawn),51,0.1,0.47
Cc1cc(C)n(CC(=O)Nc2cccc(C(F)(F)F)c2)n1,38,·,·
Cc1ccc(N(CC(=O)N2CCOCC2)S(=O)(=O)c2ccccc2)cc1,-30,-0.74,0.23
CCN=C1S/C(=C\c2sccc2C)C(=O)N1CC,-20,-0.94,-0.9
C[N+]1(CC2COC3(CCCCC3)O2)CCCC1 (stereo not drawn),-4,-1.7,-0.84
Cc1cc(C)n2nc(C(=O)Nc3ccc4c(c3)OCO4)cc2n1,7,1.4,1.5
COc1ccc(C)cc1N(C(=O)COc1ccccc1)c1nc2ccccc2s1,44,-0.17,-0.34
O=S(=O)(CCc1nc2ccccc2s1)c1ccc(Cl)cc1,14,-0.53,-1.4
COc1cc(CC(=O)Nc2cccc(C(F)(F)F)c2)cc(OC)c1OC,-25,1.6,1.7
COc1ccc(C(=O)NC(=S)Nc2ccccc2[N+](=O)[O-])cc1OC,-24,·,·
Cc1cccc2cc(CN(CC3CCCO3)C(=O)c3cccnc3)c3nnnn3c12 (stereo not drawn),·,-0.23,0.44
CCCc1ccc(-c2cc(C(=O)N/N=C/c3ccc([N+](=O)[O-])o3)c3ccccc3n2)cc1,-38,-0.64,-1.9
COc1cc(S(=O)(=O)Nc2cccc(C(=O)O)c2)c(OC)cc1Cl,·,-1.4,-0.37
CCN(c1ccccc1)S(=O)(=O)c1ccc(Cl)c(NC(=O)Nc2ccc(Cl)cc2C#N)c1,·,1.2,0.6
Cc1cc(Oc2ccc(-c3ccccc3)cc2)nc(N2CCOCC2)n1,21,0.06,-0.35
Cc1cc(C)nc(SCC(=O)Nc2ccc(Br)cn2)n1,·,-0.4&0.33,-0.09&-0.15
Cc1nc2nc(SCC(=O)NCCN3CCOCC3)nn2c(C)c1Cc1ccccc1,-55,-0.85,-1.9
Fc1ccccc1COc1ccc(-c2nnn(Cc3ccccc3F)n2)cc1,·,-0.66,-1.3
CCN(CC)S(=O)(=O)c1cc(NC(=O)COC(=O)c2ccc(NC(=O)CC#N)cc2)ccc1C,-20,·,·
CCc1nnc(NC(=O)C2Cc3ccccc3CN2S(=O)(=O)CC)s1 (stereo not drawn),-33,·,·
CC(=NC1CCCC1)c1c(C)[nH]n(-c2nc3ccccc3s2)c1=O,-54,-0.42,-0.41
O=C(CCc1c[nH]c2ccccc12)N=Nc1c(O)[nH]c2ccccc12,-91,·,·
Cc1cccc(S(=O)(=O)NCCC(=O)OCC(=O)Nc2ccc(C#N)cc2)c1,10,2.1,1.5
COCCCNC(=O)C1CC(=O)N(CCc2ccccc2)C1 (stereo not drawn),-35,0.11,0.38
Cc1ccc2nsnc2c1S(=O)(=O)NCc1ccc2c(c1)OCO2,0,0.94,0.4
COc1ccc(OC(C)C(=O)Nc2cccc(OC)c2)cc1 (stereo not drawn),8,0.4,0.28
Cn1c(N)c(C(=O)COC(=O)c2cc(C3CC3)nc3ccccc23)c(=O)n(C)c1=O,41,1.3,0.58
Cc1c(C(=O)N2CCc3ccccc32)oc2ccccc12,14,-0.35,-0.58
O=C(N/N=C1/CCc2ccccc21)C1CC1,33,·,·
CCOC(=O)N1CCN(C(=O)c2ccccc2-c2ccccc2)CC1,-220,-0.84,-0.42
O=C(CSCc1ccccc1Cl)N1CCN(c2ccccn2)CC1,-3,-1.5,-2
CCOC(=O)C(C)Oc1cccc2c(=O)n(CC(=O)Nc3ccc4c(c3)OCCO4)ccc12 (stereo not drawn),·,-0.91,-1.5
CCOC(=O)CC1(c2ccccc2)CCOC(C)(C)C1 (stereo not drawn),-3,0.24,-0.4
O=C(CN1C(=O)c2ccccc2C1=O)Nc1ccccc1C(=O)NC1CCCCCC1,21,-0.29,-0.67
Cc1nn(Cc2ccc(F)cc2)c(C)c1NC(=O)c1cnn2cccnc12,40,-0.42,0.43
Cc1cc(N/N=C/c2cccc(Cl)c2)nc(NCc2ccccc2)n1,·,-0.79,-1.4
Cc1cc2cc(CNC(=O)c3cccs3)ccc2[nH]1,·,-1.4,-0.84
C=C1C(=O)[C@@]23[C@H](O)C[C@@H]4C(C)(C)CC[C@H](O)[C@]4(C)[C@@H]2C[C@H](O)[C@@H]1[C@H]3O,-55,-0.62,0.28
O=C(CSc1nnc(-c2ccco2)n1Cc1ccccc1)NC(=O)NCc1ccco1,·,1.9,4.4
COc1cccc(-c2cc(C(=O)O)no2)c1,-207,0.48,0.55

Five entries from above, ordered by molar mass, low to high:
SMILES,INS promoter inh,SDO1 yeast rescue Rescue 24 h,SDO1 yeast rescue
COc1cccc(-c2cc(C(=O)O)no2)c1,-207,0.48,0.55
Cc1cc2cc(CNC(=O)c3cccs3)ccc2[nH]1,·,-1.4,-0.84
CCOC(=O)CC1(c2ccccc2)CCOC(C)(C)C1 (stereo not drawn),-3,0.24,-0.4
C=C1C(=O)[C@@]23[C@H](O)C[C@@H]4C(C)(C)CC[C@H](O)[C@]4(C)[C@@H]2C[C@H](O)[C@@H]1[C@H]3O,-55,-0.62,0.28
O=C(CN1C(=O)c2ccccc2C1=O)Nc1ccccc1C(=O)NC1CCCCCC1,21,-0.29,-0.67

(more compounds)
SMILES,INS promoter inh,SDO1 yeast rescue Rescue 24 h,SDO1 yeast rescue
COc1cccc(C=NCC(C)N=Cc2cccc(OC)c2O)c1O (stereo not drawn),54,-1.4,-0.75
[S-]C(=Nc1ccc(Cl)cc1)N[n+]1ccccc1,46,-0.33,0.41
O=C(N=C1c2ccccc2CN1c1ccc(F)cc1)c1ccc(Cl)nc1,-103,-0.52,-1
Cc1ccc(/C=C(/NC(=O)c2ccccc2)C(=O)NCCc2c[nH]c3ccccc23)o1,·,-1.1,-0.49
COC(=O)c1ccc(Oc2ccc3nncn3n2)cc1,15,0.36,1
CC(=O)Nc1ccc(S(=O)(=O)N(C)CC(=O)OCC(=O)Nc2ccc3c(c2)OCO3)cc1,10,-0.5,-0.03
COc1ccc(NC(=O)CN(C)S(=O)(=O)c2ccc3c(c2)CCC(=O)N3)c(OC)c1,·,1.7,1.4
N[C@@H](Cc1cc(I)c(O)c(I)c1)C(=O)O,29,0.7,1
CCOC(=O)/C(C#N)=N/Nc1ccccc1OC,-50,1.6,0.72
COCCCN(C(=S)Nc1ccc(C)cc1Cl)C(C)c1ccncc1 (stereo not drawn),-2,-0.51,-0.37
C/C(=N\N=C(/N)SC1CC(=O)N(c2ccc(Cl)c(Cl)c2)C1=O)c1cccs1 (stereo not drawn),·,-1.6,-2.1
Cc1c(C)n(C(=O)CSc2nccn2C)c2ccccc12,·,-1.3,-0.26
O=C(CC1c2ccccc2Oc2ccccc21)NCc1ccco1,·,-0.16,-0.13
CCOC(=O)C1=C(C)NC(C)=C(C(=O)OCC)C1C(=O)OCC(=O)N1CCc2ccccc2C1,·,0.76,0.24
O=C(Oc1c(-c2ccccc2Cl)oc2ccccc2c1=O)c1ccc(Cl)cc1,-74,-0.27,-0.62
CC(C)CNc1c(N)c(=O)oc2ccccc12,12,-0.55,-0.62
Clc1cccc2sc(N3CCCC3)nc12,6,0.41,0.53
CN1CCN(C2=NC3(CCCC3)C(C#N)C(=O)N2)CC1 (stereo not drawn),·,0.67,0.91
CC(C)(C)NC(=O)NC(=O)CSc1n[nH]c(-c2ccccc2Br)n1,-93,·,·
O=[N+]([O-])c1ccc(Oc2c(F)c(F)nc(N3CCCC3)c2F)cc1,67,0.38,0.63
Cc1ccc2nc(C)c3c(c2c1)COC3,31,0.7,0.77
CCCCn1c(N)c(N(CCC(C)C)C(=O)CSc2nnc(Nc3ccccc3)s2)c(=O)[nH]c1=O,-8,·,·
Cn1c(C(=O)OCC(=O)NCc2ccco2)cc2sccc21,15,0.73,0.97
Cc1ccccc1OCC(=O)Nc1ccc(N2CCN(C(=O)C(C)C)CC2)c(Cl)c1,·,-0.08,-0.69
COc1ccc(S(=O)(=O)N(C)CC(=O)NCc2cccnc2)cc1Cl,-7,-0.64,0.23
CCn1c(CCNC(=O)c2ccc(C)cc2)n[nH]c1=S,-31,-0.48,-0.03
Cn1cccc1/C=N/n1c(-c2ccc(Cl)cc2)n[nH]c1=S,48,1.8,0.06
CC(C)(C)c1[nH]nc2c1C(c1ccc(OC(=O)c3ccco3)cc1)C(C#N)=C(N)O2 (stereo not drawn),·,0.12,0.24
COc1ccc(OC)c(C(c2nnnn2CCc2ccccc2)N2CCN(c3ccccc3)CC2)c1 (stereo not drawn),·,1,-0.06
O=C(Nc1c(C(=O)O)[nH]c2ccccc12)NC1CCCCC1,11,-0.94,-0.53
O=C(Cn1ncc(Cl)c(Cl)c1=O)NCC1CCCCC1,-212,-0.72,-0.71
Cc1ccc(NC(=O)CSc2ccc(-c3ccco3)nn2)cc1,-15,·,·
Cc1cc(C)cc(C(=O)Nc2nnc(SCC(=O)N3CCCc4ccccc43)s2)c1,·,1.1,0.39
CSc1ccccc1NC(=O)Cc1ccccc1,20,·,·
CCc1cccc2c(SC(C)C(=O)NCC3CCCO3)nc(-c3ccccc3)nc12 (stereo not drawn),4,-0.1,-0.55
CCOc1ccccc1NC(=O)c1cccc(NC(=O)c2ccco2)c1,-13,-0.73,-0.53

Entries of single compounds, looked up by structure. Values in the order: INS promoter inh, SDO1 yeast rescue Rescue 24 h, SDO1 yeast rescue
Cn1cccc1/C=N/n1c(-c2ccc(Cl)cc2)n[nH]c1=S in the list: 48, 1.8, 0.06
CCOc1ccccc1NC(=O)c1cccc(NC(=O)c2ccco2)c1 in the list: -13, -0.73, -0.53
CCn1c(CCNC(=O)c2ccc(C)cc2)n[nH]c1=S in the list: -31, -0.48, -0.03
CC(C)(C)c1[nH]nc2c1C(c1ccc(OC(=O)c3ccco3)cc1)C(C#N)=C(N)O2 (stereo not drawn) in the list: ·, 0.12, 0.24

The list continues:
SMILES,INS promoter inh,SDO1 yeast rescue Rescue 24 h,SDO1 yeast rescue
CC(C)(Oc1ccc(Cl)cc1)C(=O)NCc1ccncc1,-17,-1.1,-0.45
COc1ccc(CN(C2CCCC2)S(=O)(=O)c2ccc(-n3cnnn3)c(OC)c2)cc1OC,-31,-0.34,-0.65
COc1ccc(C2=NN(C(=O)CSc3nc4ccccc4s3)C(c3ccc(F)cc3)C2)cc1 (stereo not drawn),7,0.08,-0.05
CCCC(C)C(=O)Nc1nc(C)c(-c2csc(Nc3ccccc3OC)n2)s1 (stereo not drawn),0,-0.17,-0.39
CCC(=O)NC(=S)Nc1ccc(NC(=O)c2cccc([N+](=O)[O-])c2C)cc1,0,0.17,0.21
Cn1ncc(Br)c1C(=O)NCc1cccs1,41,0.94,1.1
CCN(CC(=O)Nc1ccc2c(c1)OCCO2)c1ccc(S(=O)(=O)N2CCOCC2)cn1,·,-0.94,-0.24
COc1ccc(NC(=O)C2(c3ccc(NC(=O)c4ccc(OC)cc4)cc3)CCCC2)cc1,-56,1.2,0.21
O=C(CC1NCCc2ccccc21)Nc1ccccc1 (stereo not drawn),-7,·,·
CCCCn1c(SCC(=O)Nc2nccs2)nc2ccccc2c1=O,17,-0.77,-1.4
Cc1ccc(C(=O)Oc2coc(CSc3nnc(NC(=O)C4CC4)s3)cc2=O)cc1,·,0.99,1
COc1ccc(C(c2nnnn2CC2CCCO2)N2CCC(C(N)=O)CC2)cc1 (stereo not drawn),14,1.8,1.6
COc1ccc(OCCn2c(=O)sc3ccccc32)cc1,-58,·,·
Cc1nn(Cc2ccc(Cl)c(Cl)c2)c(C)c1NC(=O)c1cc(C2CC2)on1,·,-0.94,-1.1
CCOC(=O)c1cc(C(=O)c2cc(F)ccc2O)coc1=N,-54,1.1,0.74
Cc1cccc(N(C(=O)Cc2cccs2)C(C(=O)NC2CCCC2)c2ccsc2)c1 (stereo not drawn),-23,-0.97,-1.1
